From PubChem
MC4R antagonist = human MC4R antagonism in cAMP assay | P32245 | MC4R-expressing cells, MTII-stimulated cAMP, LANCE TR-FRET | inhibition, % at 6.5 µM | 360,000 compounds, 0.48% hits;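 active means inhibition above its plate's cutoff, the mean of tested wells on that plate plus 3 SD, cut at about 29% in these data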;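 further: 0% = Melanotan II alone and 100% = Melanotan II plus saturating MCL0020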
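system = U2OS cells with stable human MC4R expression | also added = Melanotan II challenge after compound preincubation | dosing = one concentration, 6.5 µM nominal | incubation = compound 30 min, challenge 1 h, detection 1 h | measured by = TR-FRET with Eu-cAMP and labeled anti-cAMP, 671 nm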
PDI inh = blocks human protein disulfide isomerase activity. P07237. PDI insulin aggregation turbidity, A650, 90 min. 350,000 compounds, 0.052% hits. inhibition, % at 10 µM;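 active means mean inhibition across replicates of 30% or more, whatever share of single replicates reach that level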;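 further: absorbance from insulin aggregation driven by PDI reduction with DTT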
H9c2 protect = modulators protecting cardiomyocytes from myocardial damage; AID 588492; protection from H2O2 cell death, % at 20 µM; 360,000 compounds, 0.63% hits; H9c2 cardiomyocytes, H2O2 injury protection, ATPLite, 2 h;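 active means compounds giving at least 50% protection of heart cells from peroxide-induced death in the single-dose screen, raw or plate-pattern-corrected value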;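 further: 0% = DMSO wells with peroxide and 100% = DMSO wells without peroxide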
N-glyco inh = N-linked glycosylation inhibition; reporter increase, % at 12.5 µM; D54 ERlucT glycosylation luciferase reporter, 24 h; percent of 100 nM tunicamycin response; 360,000 compounds, 0.23% hits;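 active means mean luciferase reporter signal, scaled so untreated is 0 and the glycosylation-blocking control 100, at or above a set limit in every replicate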;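 further: luciferase carries N-glycosylation sites so blocking glycosylation raises the light; 0% = median of neutral control wells and 100% = median of 100 nM tunicamycin wells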
ABHD5-PLIN5 inh = inhibitors of human ABHD5-perilipin-5 interaction | Q00G26+Q8WTS1 | Split G. princeps luciferase complementation, luminescence, 4 h | inhibition, % at 4 µM | 360,000 compounds, 0.78% hits | AID 602281;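 active means inhibition above the mean inhibition across every tested compound plus 3 SD, cut at about 22% in these data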;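 further: 0% = DMSO only wells and the 100% control is not disclosed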
CaV13 FRET inh = Primary screen for inhibitors of IQ motif and Ca2+-dependent inactivation inhibitor domain binding in CACNA1D, Förster resonance energy transfer in living cells, …. HEK cells, CFP/YFP FRET ICDI-IQ, plate reader, 10 min; percent FRET-ratio fall versus neutral wells. inhibition, % at 12.3 µM. 340,000 compounds, 0.098% hits;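 active means mean replicate inhibition of at least 30% and at least 1% of replicates passing that level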;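 further: 0% = median of the neutral control wells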
MC4R barr agon = activates human MC4R beta-arrestin recruitment. P32245. U2OS MC4R beta-arrestin complementation, luminescence; percent of melanotan II response, DMSO zero. activation, % at 8.9 µM. 360,000 compounds, 0.98% hits. AID 540308;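 active means activation above a per-plate cutoff, the mean activation of sample wells on that plate plus 3 SD, cut at about 8% in these data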
HTR2A ag = agonists of mouse serotonin 5-HT2A receptor (HTR2A). activation, % at 7.6 µM. P35363. 360,000 compounds, 0.66% hits. AID 624169. CHO-K1 mHTR2A beta-arrestin complementation, luminescence; percent of 30 µM serotonin response;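 active means activation above a run cutoff, the mean activation of all tested compounds plus 3 SD, cut at about 14% in these data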;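 further: 0% = plate median of compound wells and 100% = 30 µM serotonin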
ABCB6 inh 2 = blocks the human ABCB6 transporter. K562-ABCB6 porphyrin accumulation, flow cytometry, 1 h; stronger effect = lower value. fluorescence ratio to DMSO, % at 10 µM. 360,000 compounds, 0.19% hits. AID 602162;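 active means fluorescence ratio to DMSO below 75%, the collection mean minus 3 SD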;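 further: signal is porphyrin accumulated inside mitochondria; 100% equals median channel fluorescence of DMSO control wells; lower ratio means ABCB6 inhibition with less porphyrin fluorescence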
Target sequence (Q9NP58 whole entry, looked up): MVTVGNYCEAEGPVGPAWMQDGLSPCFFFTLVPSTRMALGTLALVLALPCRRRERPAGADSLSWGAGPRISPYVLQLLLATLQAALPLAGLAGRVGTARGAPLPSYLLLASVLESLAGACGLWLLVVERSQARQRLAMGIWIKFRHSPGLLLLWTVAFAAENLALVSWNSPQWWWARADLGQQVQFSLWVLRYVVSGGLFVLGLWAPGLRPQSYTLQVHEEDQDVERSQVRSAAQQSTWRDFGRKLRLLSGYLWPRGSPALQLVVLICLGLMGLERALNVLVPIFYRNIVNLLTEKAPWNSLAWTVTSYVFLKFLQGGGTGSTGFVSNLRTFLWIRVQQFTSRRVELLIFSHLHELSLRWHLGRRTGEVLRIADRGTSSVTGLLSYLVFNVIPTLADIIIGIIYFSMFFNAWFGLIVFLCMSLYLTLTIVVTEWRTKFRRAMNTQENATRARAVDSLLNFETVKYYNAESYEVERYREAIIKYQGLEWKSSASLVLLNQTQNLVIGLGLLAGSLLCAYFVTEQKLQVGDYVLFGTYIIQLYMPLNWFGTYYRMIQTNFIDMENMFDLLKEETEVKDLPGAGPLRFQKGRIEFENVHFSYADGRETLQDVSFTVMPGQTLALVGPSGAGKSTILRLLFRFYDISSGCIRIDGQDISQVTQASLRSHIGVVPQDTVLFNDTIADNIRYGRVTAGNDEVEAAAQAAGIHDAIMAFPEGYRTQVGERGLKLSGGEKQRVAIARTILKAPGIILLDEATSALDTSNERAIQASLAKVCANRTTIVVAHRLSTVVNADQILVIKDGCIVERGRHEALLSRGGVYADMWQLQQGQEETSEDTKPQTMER
Granule exo inh = blocks lytic granule exocytosis. 360,000 compounds, 0.66% hits. inhibition, % at 10 µM. TALL-104 LAMP-1 surface exposure, flow cytometry; cells stimulated with thapsigargin and PMA;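 active means inhibition above about 55%, limit read from the data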
* marks the source's active call; other numbers are inactive results; · = not tested or not shown. Rows were taken by chance; about 4.2% have a hit in one of these screens.

Short forms: A = MC4R antagonist; B = PDI inh; C = H9c2 protect; D = N-glyco inh; E = ABHD5-PLIN5 inh; F = CaV13 FRET inh; G = MC4R barr agon; H = HTR2A ag; I = ABCB6 inh 2; J = Granule exo inh
Structure: O=C(Nc1c(Cl)cccc1Cl)c1cc(=O)n(Cc2ccccc2)c(=O)[nH]1
  A = -1; B = 3; C = 0; D = 1; E = -1; F = -4; G = 0.0; H = -8; I = 108; J = 0

Structure: CCc1sc(C(=O)Nc2nc(C)cs2)cc1C
  A = 25; B = 0; C = -13; D = -11; E = -8; F = -2; G = 0.6; H = -3; I = 97; J = 4

Structure: O=S(=O)(NC1=NCCCCC1)c1cccs1
  A = 17; B = 2; C = 1; D = -1; E = -2; F = -10; G = -1.7; H = -1; I = 107; J = -1

Structure: CCOC(=O)/C(=C/c1ccc(Cl)cc1)NC(=O)c1ccco1
  A = 19; B = 8; C = 2; D = -2; E = 4; F = -5; G = 1.1; H = -2; I = 95; J = 2

Structure: Fc1ccc(NC(=S)Nc2cccnc2)c(F)c1F
  A = 18; B = 1; C = -11; D = 0; E = -7; F = -8; G = -0.8; H = 2; I = 103; J = -4

Structure: CC(=O)c1c(C)[nH]c(C(=O)COC(=O)c2ccc3c(=O)n4c(nc3c2)CCC4)c1C
  A = 23; B = -7; C = -3; D = 2; E = 0; F = -5; G = -0.8; H = -1; I = 105; J = 3

Structure: COc1ccc(NC(=O)c2ccc(NC(=O)c3ccco3)cc2)c(OC)c1
  A = 5; B = 12; C = 6; D = -1; E = 7; F = -4; G = -1.1; H = -2; I = 98; J = -13

Structure: O=C(CC(c1ccccc1)c1ccccc1O)NCc1ccco1 (centres undefined)
  A = -1; B = -5; C = -4; D = -2; E = 10; F = -5; G = 0.5; H = 2; I = 96; J = 0

Structure: O=C(COC(=O)c1ccc(-c2ccc([N+](=O)[O-])cc2)o1)NC(=O)NC12CC3CC(CC(C3)C1)C2
  A = 10; B = 1; C = 3; D = 1; E = -8; F = -4; G = 2.2; H = 2; I = 97; J = -2

Structure: COc1ccc(N2CC(C(=O)OCC(=O)NCc3ccccc3)CC2=O)cc1 (centres undefined)
  A = 14; B = 1; C = 10; D = -1; E = -9; F = -7; G = -1.0; H = -2; I = 104; J = 2

Structure: COc1ccc(OC)c(NC2c3ccccc3C(=O)N2c2cccnc2)c1 (centres undefined)
  A = 19; B = ·; C = 13; D = 1; E = -6; F = 4; G = 1.1; H = 3; I = 99; J = -17

Structure: O=C(O)c1ccc(NC(CSCc2cccc(F)c2)C(=O)O)c([N+](=O)[O-])c1 (centres undefined)
  A = 8; B = -1; C = 8; D = 0; E = -3; F = -8; G = 0.3; H = 1; I = 105; J = 17

Structure: O=C(c1ccco1)c1coc2c1cc(O)c1ccccc12
  A = 4; B = -7; C = -17; D = 8; E = -2; F = -4; G = -0.1; H = 3; I = 103; J = -4

Structure: COc1ccc(NC(=O)c2ccc(COCC(F)(F)F)cc2)cc1OC
  A = -1; B = -5; C = -3; D = 1; E = 11; F = -6; G = 2.7; H = 6; I = 95; J = -2

Structure: O=C(NCCN1CCC(n2c(=O)[nH]c3ccccc32)CC1)N1c2ccccc2Sc2ccccc21
  A = ·; B = ·; C = ·; D = ·; E = 11; F = -5; G = ·; H = -8; I = 96; J = 18

Structure: O=C(N/N=C/c1ccc(Cl)s1)c1ccccc1[N+](=O)[O-]
  A = -3; B = -5; C = -2; D = 1; E = -1; F = -5; G = 1.4; H = -3; I = 100; J = -10

Structure: Cc1ccc(CN2CC[C@H]3C=CCc4cccc(c43)C2)cc1
  A = 16; B = 4; C = -16; D = -1; E = -1; F = -10; G = 4.7; H = -9; I = 93; J = -4

Structure: O=C(Oc1cccnc1)c1cc2ccccc2oc1=O
  A = 10; B = 7; C = 7; D = 2; E = -4; F = -7; G = -1.1; H = 2; I = 100; J = -1

Structure: Cc1cccc2nc3c(nc12)CCCC3
  A = 22; B = 3; C = 2; D = 0; E = 3; F = -3; G = 0.9; H = -3; I = 98; J = -7

Structure: CSc1nc2ccc(S(=O)(=O)Nc3c(C)n(C)n(-c4ccccc4)c3=O)cc2s1
  A = 2; B = -13; C = 106*; D = 0; E = 0; F = ·; G = 1.1; H = 14; I = 93; J = -4

Structure: CC(C)N(CC#CCC1(O)c2ccccc2-c2ccccc21)CCO
  A = 10; B = -6; C = 26; D = 1; E = -2; F = -10; G = 0.7; H = 3; I = 99; J = -2

Structure: C=CCN(C(=O)CSc1nnnn1C)c1nc(-c2ccccc2)cs1
  A = 13; B = 1; C = -4; D = -2; E = 0; F = -5; G = -2.0; H = -5; I = 98; J = 9

Structure: CC(=O)Nc1ccc(NC(=O)C(C)OC(=O)CC2CCCC2)cc1 (centres undefined)
  A = -2; B = -3; C = -1; D = 1; E = 1; F = -14; G = -1.7; H = -5; I = 88; J = -2

Structure: COc1cc(C)ccc1OCCOCCOc1cccc2ccc(C)nc12
  A = -4; B = -10; C = -3; D = -1; E = 15; F = -3; G = 2.9; H = 4; I = 99; J = 10

Structure: O=C(/C=C/c1ccco1)N1CCC(Cc2ccccc2)CC1
  A = 4; B = 13; C = -2; D = 2; E = 19; F = -7; G = -1.3; H = -4; I = 94; J = 2

Structure: Cc1nnc(SCC(=O)Nc2ncc(Cl)cc2Cl)n1Cc1ccccc1
  A = -3; B = -2; C = -19; D = 0; E = -5; F = ·; G = -2.8; H = 2; I = 95; J = -4

Structure: CCOC(=O)[C@H]1[C@H]2COc3ccc(Br)cc3[C@@H]2N2C(=O)CN(Cc3ccc(Cl)cc3)C(=O)[C@@]12C
  A = 5; B = 2; C = -1; D = -3; E = 4; F = -11; G = -1.4; H = 1; I = 99; J = -4

Structure: CCOc1ccccc1CNC(=O)c1ccccc1NC(=O)C1=CSCCO1
  A = -5; B = 2; C = -3; D = -1; E = -3; F = -3; G = -2.1; H = -5; I = 97; J = -5

Structure: NNC(=O)c1ccc(Cl)cc1Cl
  A = -5; B = -5; C = 1; D = 2; E = -6; F = 1; G = -1.9; H = 3; I = 114; J = -1

Structure: O=C(c1ccc([N+](=O)[O-])cc1)N1CCC(n2nnc3cc(F)ccc32)CC1
  A = -6; B = -3; C = -8; D = 4; E = 3; F = -5; G = -2.1; H = 8; I = 93; J = 1

15 entries from above, with two lines to a compound.
Fields: MC4R antagonist | PDI inh | H9c2 protect | N-glyco inh | ABHD5-PLIN5 inh | CaV13 FRET inh | MC4R barr agon | HTR2A ag | ABCB6 inh 2 | Granule exo inh
O=C(N/N=C/c1ccc(Cl)s1)c1ccccc1[N+](=O)[O-]
    -3 | -5 | -2 | 1 | -1 | -5 | 1.4 | -3 | 100 | -10
Cc1ccc(CN2CC[C@H]3C=CCc4cccc(c43)C2)cc1
    16 | 4 | -16 | -1 | -1 | -10 | 4.7 | -9 | 93 | -4
O=C(Oc1cccnc1)c1cc2ccccc2oc1=O
    10 | 7 | 7 | 2 | -4 | -7 | -1.1 | 2 | 100 | -1
Cc1cccc2nc3c(nc12)CCCC3
    22 | 3 | 2 | 0 | 3 | -3 | 0.9 | -3 | 98 | -7
CSc1nc2ccc(S(=O)(=O)Nc3c(C)n(C)n(-c4ccccc4)c3=O)cc2s1
    2 | -13 | 106* | 0 | 0 | · | 1.1 | 14 | 93 | -4
CC(C)N(CC#CCC1(O)c2ccccc2-c2ccccc21)CCO
    10 | -6 | 26 | 1 | -2 | -10 | 0.7 | 3 | 99 | -2
C=CCN(C(=O)CSc1nnnn1C)c1nc(-c2ccccc2)cs1
    13 | 1 | -4 | -2 | 0 | -5 | -2.0 | -5 | 98 | 9
CC(=O)Nc1ccc(NC(=O)C(C)OC(=O)CC2CCCC2)cc1 (centres undefined)
    -2 | -3 | -1 | 1 | 1 | -14 | -1.7 | -5 | 88 | -2
COc1cc(C)ccc1OCCOCCOc1cccc2ccc(C)nc12
    -4 | -10 | -3 | -1 | 15 | -3 | 2.9 | 4 | 99 | 10
O=C(/C=C/c1ccco1)N1CCC(Cc2ccccc2)CC1
    4 | 13 | -2 | 2 | 19 | -7 | -1.3 | -4 | 94 | 2
Cc1nnc(SCC(=O)Nc2ncc(Cl)cc2Cl)n1Cc1ccccc1
    -3 | -2 | -19 | 0 | -5 | · | -2.8 | 2 | 95 | -4
CCOC(=O)[C@H]1[C@H]2COc3ccc(Br)cc3[C@@H]2N2C(=O)CN(Cc3ccc(Cl)cc3)C(=O)[C@@]12C
    5 | 2 | -1 | -3 | 4 | -11 | -1.4 | 1 | 99 | -4
CCOc1ccccc1CNC(=O)c1ccccc1NC(=O)C1=CSCCO1
    -5 | 2 | -3 | -1 | -3 | -3 | -2.1 | -5 | 97 | -5
NNC(=O)c1ccc(Cl)cc1Cl
    -5 | -5 | 1 | 2 | -6 | 1 | -1.9 | 3 | 114 | -1
O=C(c1ccc([N+](=O)[O-])cc1)N1CCC(n2nnc3cc(F)ccc32)CC1
    -6 | -3 | -8 | 4 | 3 | -5 | -2.1 | 8 | 93 | 1

Next section
structure	MC4R antagonist	PDI inh	H9c2 protect	N-glyco inh	ABHD5-PLIN5 inh	CaV13 FRET inh	MC4R barr agon	HTR2A ag	ABCB6 inh 2	Granule exo inh
CSc1nc2ccc3nc(NC(=O)c4ccc(C)cc4)sc3c2s1	11	-7	-11	3	-3	-7	-1.3	3	101	1
Cc1cc([N+](=O)[O-])ccc1NC(=O)Nc1ccc(F)cc1F	13	-1	-26	-8	-4	-19	0.7	-1	96	11
Cc1ccc(-c2nnc(SCc3ccccc3F)o2)cc1	-6	5	-16	-8	-6	-6	2.0	-1	103	0
c1csc(-c2nnc(COc3ncnc4sccc34)o2)c1	3	1	-3	-1	7	-3	-2.7	0	92	-1
C=CCOc1nc2c(c(=O)n(C)c(=O)n2C)n1Cc1ccccc1	6	-4	-9	-1	-5	0	2.0	-2	88	15
CCOC(=O)c1[nH]c2ccccc2c1NC(=O)C(C)(C)C	6	-13	6	2	4	-7	-1.4	2	99	-1
CC(C(=O)N1CCCC1)N(c1ccccc1)S(C)(=O)=O (centres undefined)	0	-7	8	0	5	-1	-1.5	6	97	-5
C=CCn1cccc(C(=O)Nc2ccc(C)cc2)c1=O	-7	-7	-7	-3	4	-6	-0.1	-2	101	-9
COc1ccc(Nc2ccnc(Nc3ccc(OC)cc3)n2)cc1	7	-5	-19	-9	0	-3	-2.4	-3	92	3
CCn1c(/C=C/c2ccc(O)cc2)nc2ccccc2c1=O	3	-1	6	0	2	-23	0.1	-2	96	-6
CCc1ccc(CN(C)C(=O)c2cc(=O)c3ccccc3o2)cc1	4	0	3	-1	10	-5	0.6	-1	167	18
COc1ccc(OC)c(NC(=O)CN(C)S(=O)(=O)c2ccc3nc(C)sc3c2)c1	8	-2	6	-1	-2	-3	-1.6	0	90	6
CNc1nc(-c2ccccc2)nc(-c2ccc(OC)cc2)c1C#N	1	5	-2	1	-1	-6	-2.5	0	105	-4
O=C(CSc1nnc(-c2ccccc2)o1)N1CCc2ccccc2C1	0	15	2	0	-2	-4	-0.9	4	93	-1
